From PubChem BioAssay
Cardio protect = cardioprotection against H2O2-induced cell death, primary screen, uHTS, H9c2 cells, ATPLite luminescence; 0.63% of 360,000 active; protection from H2O2 cell death, % at 20 µM; H9c2 cardiomyocytes, H2O2 injury protection, 2 h;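 active means compounds giving at least 50% protection of heart cells from peroxide-induced death in the single-dose screen, raw or plate-pattern-corrected value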;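 further: 0% = DMSO wells with peroxide and 100% = DMSO wells without peroxide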
N-glyco inh = increase of ERlucT glycosylation luciferase signal, primary screen, N-linked glycosylation inhibitor project, D54 ERlucT cells, luminescence, set 2; D54 ERlucT glycosylation luciferase reporter, 24 h; percent of 100 nM tunicamycin response; reporter increase, % at 12.5 µM; 0.23% of 360,000 active; AID 588692, 2011;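 active means mean luciferase reporter signal, scaled so untreated is 0 and the glycosylation-blocking control 100, at or above a set limit in every replicate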;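 further: luciferase carries N-glycosylation sites so blocking glycosylation raises the light; 0% = median of neutral control wells and 100% = median of 100 nM tunicamycin wells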
TLR9-MyD88 inh = inhibitors of TLR9-MyD88 association in cells, primary screen, cell-based, CHO, BLA complementation, fluorescence. Toll-like receptor 9 (Homo sapiens) + Myeloid differentiation primary response protein …. CCF4 FRET ratio. inhibition, % at 4.98 µM. 0.21% of 340,000 active;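 active means inhibition above the mean over all tested compounds plus 3 SD, cut at about 21% in these data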;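 further: 0% = DMSO only wells and 100% = clavulanate BLA inhibitor control wells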
MC4R antag cAMP = MC4R antagonists of cAMP signaling, primary screen, cell-based, TR-FRET, antagonist arm of biased-ligand search | 0.48% of 360,000 active | AID 540295, 2011 | inhibition, % at 6.5 µM | MC4R-expressing cells, MTII-stimulated cAMP, LANCE TR-FRET;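 active means inhibition above its plate's cutoff, the mean of tested wells on that plate plus 3 SD, cut at about 29% in these data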;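 further: 0% = Melanotan II alone and 100% = Melanotan II plus saturating MCL0020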
Target sequence (P32245 whole entry, looked up): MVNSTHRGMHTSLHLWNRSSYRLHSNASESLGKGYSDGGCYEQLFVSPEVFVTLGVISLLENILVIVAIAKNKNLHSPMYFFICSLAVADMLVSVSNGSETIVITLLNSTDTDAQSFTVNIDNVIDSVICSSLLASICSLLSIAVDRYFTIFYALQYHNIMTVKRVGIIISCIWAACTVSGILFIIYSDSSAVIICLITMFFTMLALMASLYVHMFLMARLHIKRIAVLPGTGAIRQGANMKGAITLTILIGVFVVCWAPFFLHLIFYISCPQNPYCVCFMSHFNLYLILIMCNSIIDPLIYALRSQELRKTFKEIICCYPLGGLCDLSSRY
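Test system: U2OS cells stably expressing human melanocortin 4 receptor (MC4R); also added: Melanotan II challenge; compound: 6.5 µM single dose; timing: 30-min compound preincubation, 1-h Melanotan II challenge, 1-h detection, room temperature; signal: Eu-cAMP/anti-cAMP TR-FRET, emission 671 nm; repeats: one well per compound, no replicates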
MC4R barr agon = MC4R agonists recruiting beta-arrestin, primary screen, cell-based, luminescence, agonist arm of biased-ligand search. AID 540308, 2011. U2OS MC4R beta-arrestin complementation; percent of melanotan II response, DMSO zero. Melanocortin receptor 4 (Homo sapiens), P32245. activation, % at 8.9 µM. 0.98% of 360,000 active;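 active means activation above a per-plate cutoff, the mean activation of sample wells on that plate plus 3 SD, cut at about 8% in these data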
SRC2 inh = inhibition of GAL4-SRC2 driven luciferase reporter, primary screen, SRC2 inhibitor project, cell-based, luminescence; Nuclear receptor coactivator 2 (Homo sapiens), Q15596; HEK293 GAL4-SRC2 luciferase reporter; inhibition, % at 9 µM; 0.17% of 370,000 active; AID 651957, 2012;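 active means inhibition above the mean inhibition of all tested compounds plus 3 SD, set per campaign, cut at about 52% in these data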;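 further: 0% = DMSO treated cells and 100% = cells given Gossypol at 36 µM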
ABCB6 inh MLPCN = ABCB6 transporter inhibitors, primary screen, K562-ABCB6 cells, flow cytometry, MLPCN library | 0.19% of 360,000 active | fluorescence ratio to DMSO, % at 10 µM | K562-ABCB6 porphyrin accumulation, 1 h; active compounds read low;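 active means fluorescence ratio to DMSO below 75%, the collection mean minus 3 SD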;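 further: signal is porphyrin accumulated inside mitochondria; 100% equals median channel fluorescence of DMSO control wells; lower ratio means ABCB6 inhibition with less porphyrin fluorescence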
HTR2A ag = mouse Htr2a agonists via beta-arrestin recruitment, primary screen, cell-based, luminescence; 5-hydroxytryptamine receptor 2A (Mus musculus), P35363; CHO-K1 mHTR2A beta-arrestin complementation; percent of 30 µM serotonin response; activation, % at 7.6 µM; 0.66% of 360,000 active; AID 624169, 2012;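 active means activation above a run cutoff, the mean activation of all tested compounds plus 3 SD, cut at about 14% in these data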;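 further: 0% = plate median of compound wells and 100% = 30 µM serotonin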
ABHD5-PLIN5 inh = ABHD5-PLIN5 interaction inhibitors, primary screen, cell lysate, split luciferase complementation, luminescence | Perilipin-5 (Homo sapiens) + 1-acylglycerol-3-phosphate O-acyltransferase ABHD5 (Homo … | Split G. princeps luciferase complementation, 4 h | inhibition, % at 4 µM | 0.78% of 360,000 active;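 active means inhibition above the mean inhibition across every tested compound plus 3 SD, cut at about 22% in these data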;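 further: 0% = DMSO only wells and the 100% control is not disclosed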
NOD2-RIPK2 inh = NOD2-RIPK2 binding disruptors in cells, primary screen, fluorescence, CHO cells, BLA complementation. CCF4 ratio. inhibition, % at 4.98 µM. 0.38% of 360,000 active. AID 624267, 2012. Receptor-interacting serine/threonine-protein kinase 2 (Homo sapiens), O43353; in the data active means inhibition above about 21%;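 further: 0% = vehicle only and 100% = reference blocker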
Target sequence (O43353 whole entry, looked up): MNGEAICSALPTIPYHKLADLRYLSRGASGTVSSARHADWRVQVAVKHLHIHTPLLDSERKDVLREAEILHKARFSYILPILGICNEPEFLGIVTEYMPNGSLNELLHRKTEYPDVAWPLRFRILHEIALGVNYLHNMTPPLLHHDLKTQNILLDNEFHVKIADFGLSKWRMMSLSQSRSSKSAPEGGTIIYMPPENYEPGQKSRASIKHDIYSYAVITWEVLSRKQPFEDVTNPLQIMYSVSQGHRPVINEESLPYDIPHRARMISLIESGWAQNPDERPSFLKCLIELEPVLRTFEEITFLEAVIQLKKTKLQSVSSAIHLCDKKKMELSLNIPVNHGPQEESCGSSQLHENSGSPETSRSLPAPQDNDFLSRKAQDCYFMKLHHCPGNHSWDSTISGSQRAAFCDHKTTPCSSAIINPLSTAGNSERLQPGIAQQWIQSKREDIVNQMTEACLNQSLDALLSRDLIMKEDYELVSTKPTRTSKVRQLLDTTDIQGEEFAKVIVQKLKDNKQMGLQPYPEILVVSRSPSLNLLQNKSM
The depositor's hits bear a star. A portion of the library; the hit share may differ from the screen's.

CC1CN(CC(=O)Nc2ccccc2Sc2ccccc2)CC(C)O1 (configuration not stated) was read as Cardio protect -13, N-glyco inh -1, TLR9-MyD88 inh 3, MC4R antag cAMP 6, MC4R barr agon 0.2, SRC2 inh 6, ABCB6 inh MLPCN 91, HTR2A ag 4, ABHD5-PLIN5 inh 6 and NOD2-RIPK2 inh -5.
Screening COc1ccc(NC(=S)Nc2cc(C)ccn2)c(OC)c1 returned Cardio protect 16, N-glyco inh -3, TLR9-MyD88 inh -7, MC4R antag cAMP -4, MC4R barr agon -0.8, SRC2 inh -24, ABCB6 inh MLPCN 100, HTR2A ag 0, ABHD5-PLIN5 inh -1 and NOD2-RIPK2 inh -12.
For O=C1C2C(c3ccccc3)C=CC(c3ccccc3)C2C(=O)N1C1CCCCC1 (configuration not stated) the results were Cardio protect -4, N-glyco inh 0, TLR9-MyD88 inh 6, MC4R antag cAMP 6, MC4R barr agon 0.3, SRC2 inh -24, ABCB6 inh MLPCN 106, HTR2A ag -3, ABHD5-PLIN5 inh -2 and NOD2-RIPK2 inh -5.
`COc1ccc(CCNC(=O)C2CCN(S(=O)(=O)c3ccc4nc5c(c(C(=O)O)c4c3)CCCC5)CC2)cc1OC` gave Cardio protect -2, N-glyco inh 3, TLR9-MyD88 inh -1, MC4R antag cAMP 3, MC4R barr agon -2.6, SRC2 inh -19, ABCB6 inh MLPCN 88, HTR2A ag -4, ABHD5-PLIN5 inh -3 and NOD2-RIPK2 inh 5.
Screening CCC(CC)=NNc1ccc([N+](=O)[O-])cc1[N+](=O)[O-] returned Cardio protect 0, N-glyco inh 2, TLR9-MyD88 inh -1, MC4R antag cAMP -2, MC4R barr agon -1.3, SRC2 inh -45, ABCB6 inh MLPCN 103, HTR2A ag 3, ABHD5-PLIN5 inh 6 and NOD2-RIPK2 inh -17.
`Cc1cc(F)ccc1S(=O)(=O)Nc1ccccc1C(=O)NCc1cccnc1` gave Cardio protect 2, N-glyco inh 1, TLR9-MyD88 inh 2, MC4R antag cAMP 8, MC4R barr agon -1.3, SRC2 inh -41, ABCB6 inh MLPCN 102, HTR2A ag -1, ABHD5-PLIN5 inh 2 and NOD2-RIPK2 inh -4.
Screening Cc1ccccc1OCC(O)Cn1c(SC(C)C)nc2c1c(=O)[nH]c(=O)n2C (configuration not stated) returned Cardio protect 2, N-glyco inh 2, TLR9-MyD88 inh -2, MC4R antag cAMP 3, MC4R barr agon -0.5, SRC2 inh -7, ABCB6 inh MLPCN 98, HTR2A ag -1, ABHD5-PLIN5 inh -2 and NOD2-RIPK2 inh -11.
`COCC(=O)N1CCC(Oc2ccc(C(=O)N3CCCCCCC3)cc2)CC1` gave Cardio protect 0, TLR9-MyD88 inh -2, MC4R antag cAMP 8, MC4R barr agon -2.6, SRC2 inh 2, ABCB6 inh MLPCN 92, HTR2A ag -11, ABHD5-PLIN5 inh 1 and NOD2-RIPK2 inh -2.
CC1=CC(=O)C(C(C)=Nc2cccc(Cl)c2)C(=O)O1 (configuration not stated) was read as Cardio protect 1, N-glyco inh 1, TLR9-MyD88 inh -5, MC4R antag cAMP 12, MC4R barr agon -1.0, SRC2 inh 1, ABCB6 inh MLPCN 99, HTR2A ag -4, ABHD5-PLIN5 inh -3 and NOD2-RIPK2 inh -8.
`COc1ccc(C(=O)CSc2nnc(CNc3ccc(C)cc3C)o2)cc1` gave Cardio protect -5, N-glyco inh 1, TLR9-MyD88 inh 0, MC4R antag cAMP 9, MC4R barr agon 11*, SRC2 inh 5, ABCB6 inh MLPCN 93, HTR2A ag 0, ABHD5-PLIN5 inh 3 and NOD2-RIPK2 inh -3.
For O=C(Nc1ccc(Cl)cn1)c1ccc(Br)c(S(=O)(=O)N2CCCCC2)c1 the results were Cardio protect -11, N-glyco inh -4, TLR9-MyD88 inh 0, MC4R antag cAMP 0, MC4R barr agon -2.3, SRC2 inh -7, ABCB6 inh MLPCN 90, HTR2A ag -3, ABHD5-PLIN5 inh 2 and NOD2-RIPK2 inh -3.
For O=C(/N=C1/c2ccccc2CN1c1ccccc1)Nc1ccccc1 the results were Cardio protect 2, N-glyco inh 1, TLR9-MyD88 inh -10, MC4R antag cAMP -2, MC4R barr agon 0.8, SRC2 inh -20, ABCB6 inh MLPCN 103, HTR2A ag -2, ABHD5-PLIN5 inh 0 and NOD2-RIPK2 inh -3.
`COc1ccc(CNC(=O)COC(=O)c2cncc(Br)c2)cc1` gave Cardio protect -2, N-glyco inh 2, TLR9-MyD88 inh -2, MC4R antag cAMP 3, MC4R barr agon -1.3, SRC2 inh -3, ABCB6 inh MLPCN 98, HTR2A ag 2, ABHD5-PLIN5 inh 2 and NOD2-RIPK2 inh 5.
Screening C=CCSc1cc(C)nc2c(-c3ccccc3)cnn12 returned Cardio protect -4, N-glyco inh -5, TLR9-MyD88 inh -6, MC4R antag cAMP 2, MC4R barr agon 2.5, SRC2 inh -37, ABCB6 inh MLPCN 98, HTR2A ag 1, ABHD5-PLIN5 inh 0 and NOD2-RIPK2 inh 10.
CC(=O)NC(C)c1nc2ccccc2n1CC(=O)NC(C)CCc1ccccc1 (configuration not stated) was read as Cardio protect 3, N-glyco inh 1, TLR9-MyD88 inh -8, MC4R antag cAMP -2, MC4R barr agon -0.3, SRC2 inh 8, ABCB6 inh MLPCN 94, HTR2A ag -3, ABHD5-PLIN5 inh -1 and NOD2-RIPK2 inh -7.
Cc1ccc(C2CC(c3cccc(C)c3)n3nc(N)nc3N2)cc1 (configuration not stated) was read as Cardio protect -32, N-glyco inh -1, TLR9-MyD88 inh -1, MC4R antag cAMP 0, MC4R barr agon 2.0, SRC2 inh 7, ABCB6 inh MLPCN 99, HTR2A ag -3, ABHD5-PLIN5 inh -7 and NOD2-RIPK2 inh -4.
CN(Cc1ccc(Br)s1)C(=O)CNC(=O)c1ccc2c(c1)OCO2 was read as Cardio protect 2, N-glyco inh 0, TLR9-MyD88 inh 6, MC4R antag cAMP 3, MC4R barr agon -1.0, SRC2 inh 9, ABCB6 inh MLPCN 97, HTR2A ag -3, ABHD5-PLIN5 inh -3 and NOD2-RIPK2 inh 9.
Cc1ccc(-c2cc(-c3ccc(F)cc3)c(C#N)c(N)n2)o1 was read as Cardio protect -10, N-glyco inh -1, TLR9-MyD88 inh 7, MC4R antag cAMP 12, MC4R barr agon -2.5, SRC2 inh 4, ABCB6 inh MLPCN 120, HTR2A ag 0, ABHD5-PLIN5 inh 14 and NOD2-RIPK2 inh -16.
`C/C(CC(=O)Nc1ccc(Cl)cc1C(F)(F)F)=N\NC(=O)c1ccccn1` gave Cardio protect 3, N-glyco inh -1, TLR9-MyD88 inh -1, MC4R antag cAMP -2, MC4R barr agon -1.9, SRC2 inh -49, ABCB6 inh MLPCN 97, HTR2A ag 3, ABHD5-PLIN5 inh 9 and NOD2-RIPK2 inh -9.
For CC(C)(C)C1CCc2c(sc(NC(=O)CSc3nnc(-c4ccccc4)o3)c2C#N)C1 (configuration not stated) the results were Cardio protect 0, N-glyco inh 2, TLR9-MyD88 inh 4, MC4R antag cAMP 6, MC4R barr agon -0.3, SRC2 inh -13, ABCB6 inh MLPCN 96, HTR2A ag 3, ABHD5-PLIN5 inh 9 and NOD2-RIPK2 inh -5.
`CCC(CC)NC(=O)COC(=O)CCC(=O)c1cccs1` gave Cardio protect 1, N-glyco inh 2, TLR9-MyD88 inh 11, MC4R antag cAMP 3, MC4R barr agon -1.4, SRC2 inh -26, ABCB6 inh MLPCN 101, HTR2A ag 2, ABHD5-PLIN5 inh 2 and NOD2-RIPK2 inh -8.
`COc1ccc(-n2c(Cn3nnc4ccccc43)nnc2SCC(=O)O)cc1` gave Cardio protect -4, N-glyco inh 2, TLR9-MyD88 inh 11, MC4R antag cAMP 1, MC4R barr agon -2.3, SRC2 inh -28, ABCB6 inh MLPCN 97, HTR2A ag 4, ABHD5-PLIN5 inh 0 and NOD2-RIPK2 inh 2.
COC(=O)Cn1c(CN2CCc3ccccc3C2)nc2c1c(=O)n(C)c(=O)n2C was read as Cardio protect -4, N-glyco inh 2, TLR9-MyD88 inh -14, MC4R antag cAMP 19, MC4R barr agon 3.4, SRC2 inh 0, ABCB6 inh MLPCN 96, HTR2A ag 8, ABHD5-PLIN5 inh -8 and NOD2-RIPK2 inh 2.
`CCOC(=O)c1ccoc1CSCC(=O)N1CCN(S(=O)(=O)c2ccc(C)cc2)CC1` gave Cardio protect 10, N-glyco inh -3, TLR9-MyD88 inh 4, MC4R antag cAMP 2, MC4R barr agon -3.8, SRC2 inh -32, ABCB6 inh MLPCN 93, HTR2A ag 1, ABHD5-PLIN5 inh 3 and NOD2-RIPK2 inh -15.
`COC(=O)c1c(NC(=O)CN2CCOCC2)sc2c1CCC(C)C2` (configuration not stated) gave Cardio protect -20, N-glyco inh 0, TLR9-MyD88 inh -3, MC4R antag cAMP 6, MC4R barr agon 0.6, SRC2 inh -23, ABCB6 inh MLPCN 93, HTR2A ag 1, ABHD5-PLIN5 inh -6 and NOD2-RIPK2 inh -2.
For CC1(CCc2ccccc2)NC(=O)N(CC(=O)N2CCc3ccccc32)C1=O (configuration not stated) the results were Cardio protect -10, N-glyco inh -9, TLR9-MyD88 inh -11, MC4R antag cAMP 5, MC4R barr agon -0.3, SRC2 inh -3, ABCB6 inh MLPCN 93, HTR2A ag 6, ABHD5-PLIN5 inh 1 and NOD2-RIPK2 inh 1.
`O=C(c1ccc(Cl)cc1)[C@@H]1[C@@H]2C(=O)N(c3ccccc3)C(=O)[C@@H]2C2c3ccccc3C=NN21` (some centres not stated) gave Cardio protect -3, N-glyco inh -2, TLR9-MyD88 inh 2, MC4R antag cAMP -4, MC4R barr agon 1.8, SRC2 inh 1, ABCB6 inh MLPCN 102, HTR2A ag 2, ABHD5-PLIN5 inh 13 and NOD2-RIPK2 inh 3.
CC(C)C(NC(=O)c1ccccc1F)C(=O)OCC(=O)c1ccc(F)cc1 (configuration not stated) was read as Cardio protect -7, N-glyco inh -2, TLR9-MyD88 inh -4, MC4R antag cAMP -1, MC4R barr agon 4.9, SRC2 inh -51, ABCB6 inh MLPCN 98, HTR2A ag -6, ABHD5-PLIN5 inh 2 and NOD2-RIPK2 inh 9.
Cc1ccccc1NC(=O)c1cccc(S(=O)(=O)Nc2cccc(C(=O)O)c2)c1 was read as Cardio protect 9, N-glyco inh 2, TLR9-MyD88 inh -2, MC4R antag cAMP 3, MC4R barr agon -1.9, SRC2 inh -14, ABCB6 inh MLPCN 98, HTR2A ag -2, ABHD5-PLIN5 inh 7 and NOD2-RIPK2 inh -16.
